Bioassay records: PubChem BioAssay, Small Molecule Screening Facility, UW Madison
RMI FANCM FP: disruptors of RMI1/RMI2 association with MM2 peptide – biochemical, fluorescence polarization, human, primary screen; RMI core complex (RMI1/RMI2) binding to FANCM MM2 peptide, human; FP signal (polarization) at 33 µM; actives 0.58% (n = 70,000); RMI core complex with F-MM2 peptide; active compounds read low; AID 1159607, 2016; in the data active = FP signal below about 40; also: inactives centre near 61; strong numbers were not always called active; unit not given here
The depositor's hits bear a star; & = joins results of further samples. An excerpt (hit frequency here may not be typical).

RMI FANCM FP	compound
54	CN(C)CCCNc1cccc(Cl)c1C#N
60	O=C1N(c2ccc(Cl)cc2)C2CS(=O)(=O)CC2N1c1ccc([N+](=O)[O-])cc1 (stereo unspecified)
53	COC(=O)C1CCN(S(=O)(=O)c2cc3c4c(c2)CCN4C(=O)CC3)CC1
55	COc1ccc([N+](=O)[O-])c(OC)n1
57	Cc1cc(C)c(S(=O)(=O)N2CCN(CC(=O)Nc3ccc(Br)cc3)CC2)c(C)c1
61	Cc1ccc(Cl)cc1N1CCN(CC(O)COc2ccc(C(C)(C)C)cc2)CC1 (stereo unspecified)
65	CN1C(=O)C(C)(C)COc2ccc(NS(=O)(=O)Cc3cccc(Cl)c3)cc21
88	CCN(CC)CCN(C(=O)c1ccc(S(=O)(=O)N2CCCCCC2)cc1)c1nc2c(F)cc(F)cc2s1
82	COc1ccc(CCNC(=O)C(=O)Nc2ccc(F)c(F)c2)cc1
51	CN1CCN(C(CNC(=O)C(=O)NCc2cccs2)c2ccc(F)cc2)CC1 (stereo unspecified)
54	CC(=O)OCC1OC(Sc2nc3ccccc3[nH]2)C(OC(C)=O)C(OC(C)=O)C1OC(C)=O (stereo unspecified)
68	O=C(CCc1csc2nc(-c3ccccc3)cn12)NCc1ccccc1Cl
97	CCN(CC)c1ccc(NC(=O)Cn2cnc3c(sc4ccccc43)c2=O)c(C)c1
84	CCN(CC)CCN(C(=O)c1cc(OC)cc(OC)c1)c1nc2c(C)cccc2s1
69	O=S(=O)(NCC1CCN(C2CCCC2)CC1)c1cccc(F)c1
76	COc1cc(/C=C/C(=O)Nc2c(C(=O)Nc3ccc(C)c(C)c3)oc3ccccc23)cc(OC)c1OC
60	COC(=O)CNc1ccccc1C(=O)O
55	Cc1ccc(S(=O)(=O)CN=C(NC(=S)NN(c2ccccc2)c2ccccc2)c2ccccc2)cc1
70	CCOC(=O)c1sc(NC(=O)c2cccc3ccccc23)nc1C
68	Cc1ccc(-c2ccc(=O)n(CCNC(=O)Nc3ccc(F)c(Cl)c3)n2)cc1
62	O=C(COc1ccccc1)Nc1nnc(C2CCCCC2)o1
69	COCCn1c(=NC(=O)c2ccn(C)n2)sc2cc(S(C)(=O)=O)ccc21
63	O=C(CS(=O)(=O)c1ccc(Cl)s1)Nc1ccc2c(c1)OCO2
62	O=C(COc1ccc2ccccc2c1)NNC(=O)c1ccc(=O)n(Cc2ccccc2)c1
61	O=C(NCc1cccs1)c1n[nH]nc1Nc1ccccc1
60	C#CCNc1sc(C(C)=O)cc1[N+](=O)[O-]
59	Cc1cccc(Cn2nc(C(C)(C)C)cc2-c2nnc(SCc3ccccc3)n2C2CCCCC2)c1
67	Cn1ccc(C(=O)N(Cc2cccnc2)c2nc3c(Cl)cccc3s2)n1
64	Cc1cccc(OCC(=O)Nc2cc(-c3cccs3)nn2-c2nc(C)cc(=O)[nH]2)c1
69	COc1cccc(-c2csc(-n3nc(C)cc3NC(=O)c3ccccc3[N+](=O)[O-])n2)c1
74	O=C(NC(Nc1ccc(Cl)cn1)C(Cl)(Cl)Cl)OCC1CCCO1 (stereo unspecified)
81	CN(C)c1ccc(/C=C(\C#N)c2nc3ccccc3n2C)cc1
96	COc1ccc(NC(=O)c2cc(-c3ccc(C)cc3)c3cc(OC)c(OC)cc3c2)cc1Cl
57	COC(=O)c1cscc1S(=O)(=O)N1CCN(c2coc3ccccc3c2=O)CC1
62	CC1(C)COc2ccc(NS(=O)(=O)Cc3ccccc3F)cc2NC1=O
58	O=C1CC(c2ccccc2)Sc2ccccc2N1 (stereo unspecified)
70	CCOc1ccc(CC(=O)Nc2ccc(SCC(=O)N3CCCC3)nn2)cc1
55	CCOC(=O)CC(=O)CSc1nnc(NC(=O)Nc2ccc(F)cc2)s1
58	O=C(CN1C(=O)c2cccc3cccc(c23)C1=O)Nc1ccc2c(c1)OCO2
62	CCOC(=O)c1c(C)[nH]c(N=Nc2ccc3c(c2)OCO3)c1C
87	CCOc1cccc2sc(N(CCCN(C)C)C(=O)C3CCCCC3)nc12
61	Cc1ccccc1OCC(=O)N(CCn1cccn1)c1nc2ccccc2s1
86	Cc1cccc(-c2noc(CSc3nc4ccsc4c(=O)n3Cc3ccccc3)n2)c1
54	O=C(NNc1c(Cl)cccc1Cl)NC(=O)c1csc([N+](=O)[O-])c1
60	CC[C@@H](C(=O)[C@@H](C)[C@@H](O)[C@H](C)CCc1ccc(C)c(O)c1C(=O)O)[C@H]1O[C@](CC)([C@H]2CC[C@](O)(CC)[C@H](C)O2)C[C@@H]1C
60	O=C(Nc1ccc(N2CCCCC2)cc1)c1ccccc1
79	CCc1c(C#N)c(SCC(=O)NCc2ccc3c(c2)OCO3)nc2c1C(=O)CC(C)(C)C2
101	O=C(Cn1cnc2ccccc21)N/N=C\c1c2ccccc2cc2ccccc12
59	Cc1ccc2ccc(C(Nc3cccc(C(F)(F)F)c3)c3cccnc3)c(O)c2n1 (stereo unspecified)
40	O=C(/C=N\Nc1ccccc1)Nc1ccccc1C(=O)O
128	N#C/C(=C\N1CCC(Cc2ccccc2)CC1)C(=O)Nc1cccc(Cl)c1
69	CCC(=O)Nc1ccc(SCc2ccccc2Cl)nn1
70	O=S(=O)(c1cccs1)N1CCN(c2ccc(-c3ccccc3)nn2)CC1
81	Cc1cc(NC(=O)CCCn2nc(-c3ccc(F)cc3)ccc2=O)on1
66	CCOC(=O)c1sc(NC(=O)c2ccccc2C)nc1-c1ccccc1
60	O=C(OC(COCCC12CC3CC(CC(C3)C1)C2)CN1CCOCC1)c1ccccc1Cl (stereo unspecified)
54	CC(C)(C)c1ccc(C(=O)Oc2cc(C(C)(C)C)c(OC(=O)c3ccc(C(C)(C)C)cc3)cc2C(C)(C)C)cc1
91	CC(C)OC(=O)/C(C#N)=C/c1ccc(-c2ccc(SC(F)F)cc2)o1
70	CSc1ccc(NC(=O)COc2ccccc2)nn1
66	Cc1ccccc1Cn1cnc2c(cnn2CCNC(=O)c2cccs2)c1=O

Individual results from the entries so far:
CC(C)OC(=O)/C(C#N)=C/c1ccc(-c2ccc(SC(F)F)cc2)o1 in RMI FANCM FP: 91
Cc1cccc(-c2noc(CSc3nc4ccsc4c(=O)n3Cc3ccccc3)n2)c1 in RMI FANCM FP: 86
O=C(NNc1c(Cl)cccc1Cl)NC(=O)c1csc([N+](=O)[O-])c1 in RMI FANCM FP: 54
O=C(/C=N\Nc1ccccc1)Nc1ccccc1C(=O)O in RMI FANCM FP: 40
O=C(Cn1cnc2ccccc21)N/N=C\c1c2ccccc2cc2ccccc12 in RMI FANCM FP: 101

Other results.
RMI FANCM FP	compound
71	O=C(CSc1nnc2scc(-c3ccc(Cl)cc3)n12)Nc1ccc2c(c1)OCCO2
61	O=C(c1cccc(C(F)(F)F)c1)N1CCC(c2nnc(C3CC3)o2)CC1
87	Cc1ccccc1NC(=O)CSc1ccc(NC(=O)c2ccccc2)nn1
63	Cc1nc(SCc2ccccc2)[nH]c(=O)c1CC(=O)N1CCN(c2ncccn2)CC1
60	O=C1/C(=C/N2CCC3(CC2)OCCO3)Oc2cc(O)ccc21
63	CCn1c(CNC(=O)Cc2ccccc2)nc2ccccc21
59	CCOC(=O)c1c(NC(=O)CSc2nnc(-c3c[nH]c4ccccc34)n2CCOC)sc2c1CCCCC2
70	CN(C)c1ccc(CCNC(=O)c2cccc(C(F)(F)F)c2)cc1
51	O=C(CSc1nc(=O)[nH]c2c1CCCC2)NCc1ccc2c(c1)OCO2
70	CC(=O)CCCN1C(=O)c2ccccc2C1=O
73	O=S(=O)(Cc1cccc(Cl)c1)NCC1CCN(Cc2ccco2)CC1
54	COc1ccc(/C=N\OC(=O)c2ccc(C(F)(F)F)cc2)c(Cl)c1OC
63	CN(C)/C=C(\C(=O)c1cccc(C(F)(F)F)c1)c1nnnn1-c1ccccc1
62	COc1ccccc1N1CCN(CCNC(=O)Cc2ccc(F)cc2)CC1
61	O=C(Cc1ccc(Cl)cc1)NCCOc1cccc(C(F)(F)F)c1
58	NCC(O)CC(=O)O (stereo unspecified)
53	O=C(NCC1COC2(CCCC2)O1)c1ccccc1C(F)(F)F (stereo unspecified)
53	Cc1ccc(C)c(CC(=O)Nc2nnc(-c3ccno3)o2)c1
54	COc1ccc(N2CC(NC(=O)Nc3ccc(S(=O)(=O)NC(C)=O)cc3)CC2=O)cc1 (stereo unspecified)
79	Cn1c(=O)c(C2=NN(S(C)(=O)=O)C(c3ccco3)C2)c(-c2ccccc2)c2cc(Cl)ccc21 (stereo unspecified)
62	CCOc1ccc(CC(=O)Nc2cccc(-n3c(C)nc4ccccc4c3=O)c2)cc1
62	CC1(C)COc2ccc(NS(=O)(=O)Cc3ccccc3)cc2NC1=O
60	Cc1ccccc1NC(=O)/C=C\C(N)=O
72	Cc1cc(-c2nnc(NC(=O)CS(=O)(=O)c3ccc(F)cc3)o2)nn1C
50	O=C(Nc1ccc(Cl)cc1)OC1CCSC1 (stereo unspecified)
58	COc1cccc(C(=O)NCCS(=O)(=O)NCc2ccco2)c1
57	COC(=O)c1ccc(C(=O)OC)c(NC(=O)c2ccc(CSc3ccccc3)o2)c1
63	COc1ccc(-n2c(C)nc3ccc(NC(=O)CCSc4ccccc4)cc3c2=O)cc1
51	O=C(Nc1ccc(F)cc1)C(=O)Nc1cccc([N+](=O)[O-])c1
58	O=C(Cn1cnc2ccccc21)N1CCOCC1

A stretch from the list above, for reference:
RMI FANCM FP	compound
71	O=C(CSc1nnc2scc(-c3ccc(Cl)cc3)n12)Nc1ccc2c(c1)OCCO2
61	O=C(c1cccc(C(F)(F)F)c1)N1CCC(c2nnc(C3CC3)o2)CC1
87	Cc1ccccc1NC(=O)CSc1ccc(NC(=O)c2ccccc2)nn1
63	Cc1nc(SCc2ccccc2)[nH]c(=O)c1CC(=O)N1CCN(c2ncccn2)CC1
60	O=C1/C(=C/N2CCC3(CC2)OCCO3)Oc2cc(O)ccc21
63	CCn1c(CNC(=O)Cc2ccccc2)nc2ccccc21

New compounds follow:
RMI FANCM FP	compound
55	CCSc1ccc(/C(N)=N\OC(=O)c2cccc(C(F)(F)F)c2)cn1
50	C=C(C)C1CC=C(C(=O)O)CC1 (stereo unspecified)
53	CN1CCN(C(CNS(C)(=O)=O)c2ccc(F)cc2)CC1 (stereo unspecified)
59	CC(C)c1cc(C(C)C)c(Sc2c(-c3ccccc3)nc3sccn23)c(C(C)C)c1
71	Cc1ccc(C(=O)Nc2nc3ccc(Br)cc3s2)cc1
59	O=C(Nc1cccc2c1C(=O)c1ccccc1C2=O)c1ccco1
59	O=C(Oc1c(Cl)cc(Cl)c2cccnc12)N1CCCCC1
48	Cc1cc(/C(N)=N\OC(=O)c2snnc2C)no1
138	COc1ccc(-c2noc(Cn3cnc4c(nnn4Cc4ccccc4Cl)c3=O)n2)cc1OC
74	C=CCn1c(SCc2ccc3c(c2)OCO3)nc2scc(-c3ccc(F)cc3)c2c1=O
62	Cc1nnc(C2CCCN(C(=O)c3ccco3)C2)s1 (stereo unspecified)
51	CN(C)C(CNC(=O)C(=O)NCc1ccc2c(c1)OCO2)c1cccs1 (stereo unspecified)
80	O=C(CSc1nnc(-c2ccc(Cl)s2)o1)Nc1ccc2c(c1)OCO2
71	CCOC(=O)N1CCN(/C=C(\C#N)C(=O)NCCc2ccccc2)CC1
59	Cc1ccc(OCc2nnc(SCC(=O)c3ccc([N+](=O)[O-])cc3)n2-c2ccccc2)c2c1CCC2
60	COc1ccc(-c2coc3cc(O)ccc3c2=O)c(OC)c1
56&68	Cc1nn(C2CCS(=O)(=O)C2)c2nc(-c3ccc(F)cc3)cc(C(=O)N3CCN(C)CC3)c12 (stereo unspecified)
68	COc1ccc(OC)c(NC(=O)C(=O)NCC2(c3cccs3)CCCC2)c1
53	COC(=O)CCCCCN1CCN(c2ccc(C)cc2)CC1
85	COc1ccc(Cl)cc1NC(=O)C(=O)NCC1CCN(Cc2ccccc2)CC1
57	CCc1ccc(S(=O)(=O)c2cnc(SCC(=O)Nc3ccc(OC)cc3OC)[nH]c2=O)cc1
55	O=C(CSCC(=O)c1ccccc1)c1ccccc1
53	NCCNC(=O)c1ncsc1-c1cccc(F)c1
50	CCOC(=O)c1c(NC(=S)Nc2cc(C)ccn2)sc(C)c1C
57	COc1cc(OC)c(/C=C2/C(=O)Nc3ccccc32)c(OC)c1
63	O=C(N/N=C\c1cn(-c2ccccc2)nc1-c1cccs1)c1ccncc1
41	COc1cccc(C(=O)Nc2nc(C)c(C(C)=O)s2)c1OC
72	Cc1ccc(-n2c(C)nc3ccc(NC(=O)Nc4ccc(F)c(F)c4)cc3c2=O)cc1
62	COC(=O)c1ccc2c(=O)n(CC(=O)NCC3CCCO3)c(=S)[nH]c2c1 (stereo unspecified)
53	CC(C)(CC(=O)O)CC(=O)N1CCCN(c2c(Cl)cncc2Cl)CC1
62	Cc1ccc(NC(=O)c2ccc(CN3CCN(C)CC3)cc2)cc1Nc1nccc(-c2cccnc2)n1
65	O=c1[nH]c(O)c(C=Nc2ccc(Cl)cc2Cl)c(=O)[nH]1
59	O=C(NCC(c1ccsc1)N1CCCC1)c1cccc(Cl)c1 (stereo unspecified)
64	O=C(Cc1csc(Nc2cccc(Cl)c2)n1)NCc1ccc2c(c1)OCO2

3 of these compounds in another layout.
> O=c1[nH]c(O)c(C=Nc2ccc(Cl)cc2Cl)c(=O)[nH]1
- RMI FANCM FP: 65

> Cc1ccc(NC(=O)c2ccc(CN3CCN(C)CC3)cc2)cc1Nc1nccc(-c2cccnc2)n1
- RMI FANCM FP: 62

> O=C(Cc1csc(Nc2cccc(Cl)c2)n1)NCc1ccc2c(c1)OCO2
- RMI FANCM FP: 64
